ARNT-TACC3 inh – disrupts binding between human ARNT and TACC3; Q9Y6A5; inhibition, % at 9.99 µM; hit rate 0.66% among 390,000; AlphaScreen His-ARNT PAS-B/GST-TACC3 binding, luminescence; TACC3 fragment carries E629A point mutation; AID 623870;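 active = mean inhibition of replicates at least 50% and at least half of replicates each reaching 50%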;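 also: 0% = complete ARNT plus TACC3 wells and 100% = ARNT alone without TACC3; many hits fall short of the cut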
esBAF inh – blocks esBAF chromatin remodeling in mouse ES cells. AID 602393. Bmi1-luciferase knock-in reporter, 24 h; 100% = twice the neutral-well signal. reporter increase, % at 12.5 µM. hit rate 2% among 350,000; in the data active = activation above about 40%;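 also: 0% = median of the plate's neutral control wells and 100% = double that signal; a rise in the Bmi1 reporter signal indicates esBAF inhibition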
RAD54 branch – inhibitors of human RAD54 branch migration | inhibition, % at 10.4 µM | hit rate 0.14% among 360,000 | RAD54 Holliday junction branch migration, FAM/BHQ fluorescence | AID 602329;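 active = mean normalized replicate activity at least 40 and at least half of replicates scoring 40 or more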;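 also: 0% = median of neutral control wells and 100% = median of positive control wells; inhibitors cause a drop in the FAM fluorescence signal; in these data hits start at about 50%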
Target sequence (Q92698 whole entry, looked up): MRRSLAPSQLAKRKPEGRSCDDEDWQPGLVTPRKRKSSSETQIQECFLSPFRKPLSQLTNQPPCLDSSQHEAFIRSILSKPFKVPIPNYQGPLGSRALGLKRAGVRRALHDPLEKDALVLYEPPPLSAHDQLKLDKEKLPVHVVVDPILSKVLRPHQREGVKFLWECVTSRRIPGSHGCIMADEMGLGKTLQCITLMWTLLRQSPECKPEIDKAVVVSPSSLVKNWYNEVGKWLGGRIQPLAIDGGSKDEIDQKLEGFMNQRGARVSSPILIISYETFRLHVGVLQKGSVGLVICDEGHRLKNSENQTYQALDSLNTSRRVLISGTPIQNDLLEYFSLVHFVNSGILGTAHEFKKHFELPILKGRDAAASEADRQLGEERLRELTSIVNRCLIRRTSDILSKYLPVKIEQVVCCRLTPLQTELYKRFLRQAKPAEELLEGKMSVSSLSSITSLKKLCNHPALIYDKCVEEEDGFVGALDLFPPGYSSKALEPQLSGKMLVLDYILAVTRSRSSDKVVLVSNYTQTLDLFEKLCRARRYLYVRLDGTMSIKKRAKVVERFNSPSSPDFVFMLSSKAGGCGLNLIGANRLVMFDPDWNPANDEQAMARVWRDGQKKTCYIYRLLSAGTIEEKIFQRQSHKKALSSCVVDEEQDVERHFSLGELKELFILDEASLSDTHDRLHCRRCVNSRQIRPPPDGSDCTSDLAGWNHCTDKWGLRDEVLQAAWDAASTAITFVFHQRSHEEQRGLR
An asterisk follows results filed as active.

Results for COc1ccccc1CN1C(=O)[C@@H]2C(CC(N)=O)NC3(C(=O)Nc4c3ccc(Cl)c4C)[C@@H]2C1=O (stereo partly specified) ?
ARNT-TACC3 inh: -2; esBAF inh: 4; RAD54 branch: -2

What do the screens show for `COc1ccc(Nc2nc(N3CCCC3)nc(N3CCCC3)n2)c(OC)c1`?
ARNT-TACC3 inh: -3; esBAF inh: -3; RAD54 branch: 5

Results for Cc1ccc(C(c2nnnn2C(C)(C)C)N(Cc2ccco2)Cc2cccs2)cc1 (stereo unspecified) ?
ARNT-TACC3 inh: 1; esBAF inh: -36; RAD54 branch: -12

What do the screens show for `CCCCn1nc(C(=O)N[C@@H](CCSC)c2nc3ccccc3[nH]2)c2ccccc2c1=O`?
ARNT-TACC3 inh: 4; esBAF inh: 13; RAD54 branch: 6

Results for O=C(O)c1ccccc1C(=O)OCCCCOC(=O)c1ccccc1C(=O)O ?
ARNT-TACC3 inh: -12; esBAF inh: -1; RAD54 branch: -4

What do the screens show for `Cn1cccc1C(=O)C(=O)Nc1ccc(Cl)cc1`?
ARNT-TACC3 inh: 4; esBAF inh: 13; RAD54 branch: -2

Results for O=c1cc(C(F)(F)F)[nH]c(=O)n1C1CCCCC1 ?
ARNT-TACC3 inh: -7; esBAF inh: -14; RAD54 branch: 3

How did COC(=O)C1=C(C(=O)OC)[C@@H]2N(Cc3ccccc3)c3ccccc3[C@@]23C[C@@H](C(=O)OC)N(C(=O)c2ccc(Br)cc2)C3=N1 do in these assays?
ARNT-TACC3 inh: -4; esBAF inh: 21; RAD54 branch: -3

How did c1ccc(CCn2nnnc2C(c2cccnc2)N2CCN(c3ccccc3)CC2)cc1 (stereo unspecified) do in these assays?
ARNT-TACC3 inh: -23; esBAF inh: -4; RAD54 branch: 0

What do the screens show for `Cc1cccc(S(=O)(=O)Nc2cccc3c2C(=O)c2ccccc2-3)c1`?
ARNT-TACC3 inh: 28; esBAF inh: 2; RAD54 branch: -3

How did Cn1c(=O)c2c(ncn2CC(=O)Nc2ccc(N3CCOCC3)cc2)n(C)c1=O do in these assays?
ARNT-TACC3 inh: -2; esBAF inh: 9; RAD54 branch: -11

How did O=C(CSc1ccccn1)c1ccc(F)cc1 do in these assays?
ARNT-TACC3 inh: -32; esBAF inh: 28; RAD54 branch: -1

Results for CC1=CC(C)(C)N(C(=O)c2ccccc2)c2ccccc21 ?
ARNT-TACC3 inh: -6; esBAF inh: -2; RAD54 branch: -2

What do the screens show for `CCc1ccc(OCc2nc(-c3ccccn3)no2)c(Br)c1`?
ARNT-TACC3 inh: -30; esBAF inh: -39; RAD54 branch: 3

How did COc1ccc(NC(=O)CCN2CCN(S(=O)(=O)c3cc(Cl)ccc3Cl)CC2)cc1 do in these assays?
ARNT-TACC3 inh: 2; esBAF inh: -4; RAD54 branch: -1

Results for CC(Oc1ccc(-c2ccccc2)c(F)c1)c1ccn(S(=O)(=O)c2ccc(Br)cc2)n1 (stereo unspecified) ?
ARNT-TACC3 inh: -7; esBAF inh: -1; RAD54 branch: 0

How did COc1ccc(OCCSc2nnc(-c3ccc(OC)cc3)n2N)cc1 do in these assays?
ARNT-TACC3 inh: 0; esBAF inh: 4; RAD54 branch: 7

What do the screens show for `CN1CCN(CCOc2cccc(Cl)c2)CC1`?
ARNT-TACC3 inh: -4; esBAF inh: -6; RAD54 branch: 0

What do the screens show for `CCCCC1S/C(=N/N=C/c2ccc(OC)cc2)N(Cc2ccc(OC)cc2)C1=O` (stereo unspecified)?
ARNT-TACC3 inh: -5; esBAF inh: -2; RAD54 branch: 1

How did CC1=CC(C)(C)N2C(=O)C3(C(C#N)=C(N)Oc4cc(C)oc(=O)c43)c3cccc1c32 (stereo unspecified) do in these assays?
ARNT-TACC3 inh: -26; esBAF inh: 9; RAD54 branch: 5

What do the screens show for `COc1nc(NCc2ccco2)nc(NC2CCCCC2)n1`?
ARNT-TACC3 inh: 5; esBAF inh: 29; RAD54 branch: 8

What do the screens show for `COc1ccc(OC)c(C2C(C(C)=O)=C(O)C(=O)N2CCN2CCOCC2)c1` (stereo unspecified)?
ARNT-TACC3 inh: 2; esBAF inh: -6; RAD54 branch: 3

Results for CCc1nnc(NC(=O)CCC(=O)Nc2ccccc2)s1 ?
ARNT-TACC3 inh: -3; esBAF inh: -5; RAD54 branch: -5

How did COc1ccc(Cl)cc1S(=O)(=O)N1CCN(C(=O)c2cc(OC)c(OC)c(OC)c2)CC1 do in these assays?
ARNT-TACC3 inh: 14; esBAF inh: 2; RAD54 branch: -13

An excerpt from above in order of formula weight, ascending.
What do the screens show for `CN1CCN(CCOc2cccc(Cl)c2)CC1`?
ARNT-TACC3 inh: -4; esBAF inh: -6; RAD54 branch: 0

Results for CCc1nnc(NC(=O)CCC(=O)Nc2ccccc2)s1 ?
ARNT-TACC3 inh: -3; esBAF inh: -5; RAD54 branch: -5

What do the screens show for `COc1ccc(Nc2nc(N3CCCC3)nc(N3CCCC3)n2)c(OC)c1`?
ARNT-TACC3 inh: -3; esBAF inh: -3; RAD54 branch: 5

Results for O=C(O)c1ccccc1C(=O)OCCCCOC(=O)c1ccccc1C(=O)O ?
ARNT-TACC3 inh: -12; esBAF inh: -1; RAD54 branch: -4

What do the screens show for `COc1ccc(OC)c(C2C(C(C)=O)=C(O)C(=O)N2CCN2CCOCC2)c1` (stereo unspecified)?
ARNT-TACC3 inh: 2; esBAF inh: -6; RAD54 branch: 3

How did c1ccc(CCn2nnnc2C(c2cccnc2)N2CCN(c3ccccc3)CC2)cc1 (stereo unspecified) do in these assays?
ARNT-TACC3 inh: -23; esBAF inh: -4; RAD54 branch: 0

How did COc1ccc(NC(=O)CCN2CCN(S(=O)(=O)c3cc(Cl)ccc3Cl)CC2)cc1 do in these assays?
ARNT-TACC3 inh: 2; esBAF inh: -4; RAD54 branch: -1

Results for COc1ccccc1CN1C(=O)[C@@H]2C(CC(N)=O)NC3(C(=O)Nc4c3ccc(Cl)c4C)[C@@H]2C1=O (stereo partly specified) ?
ARNT-TACC3 inh: -2; esBAF inh: 4; RAD54 branch: -2

(next part)
How did CSCC[C@H](NC(=O)C1CCN(S(=O)(=O)c2ccc(C)cc2)CC1)C(=O)NCC1CCCO1 (stereo partly specified) do in these assays?
ARNT-TACC3 inh: -6; esBAF inh: 5; RAD54 branch: -5

What do the screens show for `O=C(CSc1nnnn1-c1ccccc1)Nc1ccc(Cl)cc1`?
ARNT-TACC3 inh: -7; esBAF inh: -11; RAD54 branch: 1

Results for CCOC(=O)N1CCN(S(=O)(=O)c2c(C)cc(C)cc2C)CC1 ?
ARNT-TACC3 inh: -4; esBAF inh: -3; RAD54 branch: 6

How did Cc1ccc(CNC(=O)c2ccccc2NC(=O)CSc2nnnn2C)cc1 do in these assays?
ARNT-TACC3 inh: 0; esBAF inh: -3; RAD54 branch: -4

Results for O=C(CN(Cc1ccc(F)cc1)S(=O)(=O)c1ccccc1)N1CCCCC1 ?
ARNT-TACC3 inh: 1; esBAF inh: 1; RAD54 branch: 16

What do the screens show for `Cc1ccc(N2C(=O)CCSC23C(=O)Nc2ccccc23)cc1` (stereo unspecified)?
ARNT-TACC3 inh: 0; esBAF inh: -5; RAD54 branch: 1

What do the screens show for `Cn1cc(C(=O)Nc2cccc(F)c2)cn1`?
ARNT-TACC3 inh: -1; esBAF inh: 6; RAD54 branch: -11

What do the screens show for `O=c1oc2cc(Br)ccc2n1CSC1=NCCS1`?
ARNT-TACC3 inh: -3; esBAF inh: 39; RAD54 branch: 10

Results for CCOC(=O)CON1C(=O)C(C)(C)N(OCC(=O)OCC)C(=O)C1(C)C ?
ARNT-TACC3 inh: 2; esBAF inh: -7; RAD54 branch: -17

How did C=CCNc1nc2c(c(=O)n(C)c(=O)n2C)n1CCCCCC do in these assays?
ARNT-TACC3 inh: -1; esBAF inh: -34; RAD54 branch: 8

What do the screens show for `COc1cccc(-n2c(SCC(=O)NC3CCCC3)nnc2-c2ccco2)c1`?
ARNT-TACC3 inh: 3; esBAF inh: 9; RAD54 branch: 8

What do the screens show for `CCCS(=O)(=O)c1snnc1C`?
ARNT-TACC3 inh: -8; esBAF inh: 0; RAD54 branch: -1

Results for C=CCC(C)(NCc1ccccc1)c1ccccc1 (stereo unspecified) ?
ARNT-TACC3 inh: -11; esBAF inh: 2; RAD54 branch: -11

What do the screens show for `CC(C)(C)NC(=O)C1CCN(S(=O)(=O)c2ccc(Br)cc2)CC1`?
ARNT-TACC3 inh: 0; esBAF inh: 7; RAD54 branch: -24

Results for O=C(CSCc1ccc(Cl)cc1)Nc1ccc2c(c1)OCCO2 ?
ARNT-TACC3 inh: 5; esBAF inh: 5; RAD54 branch: -9

How did CC(=O)N1CCN(Cc2nc3cc(NC(=O)C4CCCCC4)ccc3n2C)CC1 do in these assays?
ARNT-TACC3 inh: 4; esBAF inh: 11; RAD54 branch: 15

Results for CCOC(=O)N1CCC(N2Cc3cccc(C(=O)Nc4ccc(F)cc4)c3C2=O)CC1 ?
ARNT-TACC3 inh: 10; esBAF inh: -2; RAD54 branch: 2

Results for Cn1nnnc1SCC(=O)Nc1nc2c(s1)CCCC2 ?
ARNT-TACC3 inh: -21; esBAF inh: 18; RAD54 branch: -9

What do the screens show for `O=C(Nc1nc2c(Br)cccc2s1)C1CC1`?
ARNT-TACC3 inh: -4; esBAF inh: 34; RAD54 branch: -4

Results for CCNc1sc(C(=O)c2cccs2)c(N)c1C#N ?
ARNT-TACC3 inh: 4; esBAF inh: -8; RAD54 branch: -8

Results for CC(C)CC(NC=C1C(=O)OC(C)(C)OC1=O)C(=O)O (stereo unspecified) ?
ARNT-TACC3 inh: 2; esBAF inh: -7; RAD54 branch: 4

What do the screens show for `CC1Cc2ccccc2N1C(=O)C1CCCN(S(=O)(=O)c2cccc3nsnc23)C1` (stereo unspecified)?
ARNT-TACC3 inh: 28; esBAF inh: -5; RAD54 branch: -4

What do the screens show for `O=C(c1ccc(-c2cccc(C(F)(F)F)c2)o1)N1CCOCC1`?
ARNT-TACC3 inh: -2; esBAF inh: 71*; RAD54 branch: -3

How did CC(C)n1c(SCC(=O)Nc2ccccc2)nc2c1c(=O)n(C)c(=O)n2C do in these assays?
ARNT-TACC3 inh: -3; esBAF inh: 1; RAD54 branch: -15

How did CCc1ccccc1NC(=O)CSc1nc2ccccc2n1CC(=O)N1CCCC1 do in these assays?
ARNT-TACC3 inh: -2; esBAF inh: -3; RAD54 branch: -1

What do the screens show for `CCCCOc1ccc(N(CC(=O)NC2CCCC2)C(=O)CCC(=O)Nc2ccccn2)cc1`?
ARNT-TACC3 inh: -7; esBAF inh: -4; RAD54 branch: 0

Results for CSc1nnc(-c2cnccn2)n1CCCN1CCCC1=O ?
ARNT-TACC3 inh: -15; esBAF inh: 7; RAD54 branch: -1

Results for Cc1nnc(-c2cnn(C)c2N)n1Cc1cccc(Cl)c1 ?
ARNT-TACC3 inh: 24; esBAF inh: -40; RAD54 branch: 3

Results for O=C(O)C1CCN(C(=O)COc2ccc3c4c(c(=O)oc3c2)CCC4)CC1 ?
ARNT-TACC3 inh: -15; esBAF inh: -6; RAD54 branch: 5

What do the screens show for `COc1ccc(C(=O)Nc2cc(C)nc3ccccc23)cc1OC`?
ARNT-TACC3 inh: -2; esBAF inh: -7; RAD54 branch: 1

What do the screens show for `CCOc1ccccc1N1CCN(C(=O)c2cc[n+]([O-])cc2)CC1`?
ARNT-TACC3 inh: -3; esBAF inh: -1; RAD54 branch: -3

Results for Cc1ccc(C(=O)CC(C(=O)O)n2cccn2)cc1 (stereo unspecified) ?
ARNT-TACC3 inh: -5; esBAF inh: -1; RAD54 branch: -6

Results for Cc1cccc(OCC(=O)O/N=C(\N)c2ccccn2)c1C ?
ARNT-TACC3 inh: -2; esBAF inh: 72*; RAD54 branch: -2

How did CCc1ccc(C(=O)CC2(O)C(=O)N(CN3CCOCC3)c3ccccc32)cc1 (stereo unspecified) do in these assays?
ARNT-TACC3 inh: -2; esBAF inh: -1; RAD54 branch: 2

Results for Nc1nc(Nc2ccc(Cl)cc2)n[nH]1 ?
ARNT-TACC3 inh: 2; esBAF inh: -8; RAD54 branch: -6

What do the screens show for `C=CCOc1cc(C)nc(-c2ccccc2O)n1`?
ARNT-TACC3 inh: -2; esBAF inh: 1; RAD54 branch: -6

What do the screens show for `CCCC1S/C(=N/N=C/c2cccs2)NC1=O` (stereo unspecified)?
ARNT-TACC3 inh: -1; esBAF inh: 14; RAD54 branch: -6

What do the screens show for `CCOc1ccc(N2C(=O)CC(Sc3ncccn3)C2=O)cc1` (stereo unspecified)?
ARNT-TACC3 inh: 0; esBAF inh: -2; RAD54 branch: 7

Results for CC1CCCN(C(=O)c2ccc(COc3ccccc3Br)cc2)C1 (stereo unspecified) ?
ARNT-TACC3 inh: -17; esBAF inh: 9; RAD54 branch: 2

Results for COCCSc1ccccc1C(=O)Nc1ccc2c(c1)OCCO2 ?
ARNT-TACC3 inh: -6; esBAF inh: 7; RAD54 branch: 2

What do the screens show for `COc1ccc(N=Cc2sc3ccccc3c2Cl)cc1`?
ARNT-TACC3 inh: 8; esBAF inh: 26; RAD54 branch: -6

What do the screens show for `Cc1ccc(CS/C(Nc2ccccc2C)=C(\C#N)C(=O)NCc2ccco2)c(C)c1`?
ARNT-TACC3 inh: -7; esBAF inh: 2; RAD54 branch: 1

How did Cn1nc(OC(=O)Nc2ccc(F)cc2)cc1C(F)(F)F do in these assays?
ARNT-TACC3 inh: -6; esBAF inh: 31; RAD54 branch: -13

Source: PubChem BioAssay

The list is partial, so the mix of outcomes need not match the whole.
